# Assay outcomes (PubChem BioAssay)
# RTF Ca sens inh = cardiac RTF calcium desensitization. IANBD-labeled cardiac RTF, Ca2+ fluorescence. inhibition, % at 7.15 µM. 340,000 tested, 0.12% active;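 active means inhibition above the mean inhibition of all tested compounds plus 3 SD, cut at about 17% in these data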;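 further: assay run at fixed EC70 calcium of 1.6 mM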
# MOR-DOR inv ag = inverse agonists of human mu-delta opioid receptor heterodimerization; P35372+P41143; cell-based MOR-DOR heterodimer luminescence, inverse agonism; inhibition, % at 9.3 µM; 340,000 tested, 0.21% active; in the data active means inhibition above about 22%, passing the limit was not always enough;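 further: 0% = cells with DMSO and 100% = wells without cells with DMSO; values of inactives mirror those of a sister screen read the other way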
# cardiac RTF act = increases calcium sensitivity of human cardiac regulated thin filaments. IANBD-labeled TnC RTF fluorescence at EC20 calcium; 0% EC20 calcium, 100% full calcium. activation, % at 7.2 µM. 340,000 tested, 0.24% active. AID 493008;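 active means activation above the mean over all tested compounds plus 3 SD, cut at about 30% in these data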;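 further: rise in fluorescence read as greater calcium sensitivity of cardiac thin filaments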
# MOR-DOR ag = agonists of human mu-delta opioid receptor heterodimerization. cells, OPRM1-OPRD1 heterodimerization, luminescence. AID 504326. 340,000 tested, 0.3% active. P35372+P41143. activation, % at 9.3 µM; in the data active means activation above about 18%;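 further: 0% = vehicle-treated cells and 100% = reference agonist; values of inactives mirror those of a sister screen read the other way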
# V-ATPase pHluor = regulators of yeast V-ATPase proton transport | response, % at 10 µM | 350,000 tested, 0.37% active | S. cerevisiae, pHLuorin cytosolic pH fluorescence; in the data active means response mostly above about 7.3%, no sharp cut-off; inactive means mostly below about 5.4%; further: actives read high; inactives centre near 0; some compounds called inactive have numbers as strong as hits; reference of the scale not given here
# Keap1 Nrf2 FP = inhibitors of human Keap1-Nrf2 protein-protein interaction. Keap1 Kelch-Nrf2 peptide fluorescence polarization, 1536-well. 340,000 tested, 0.15% active. AID 504523. Q14145. inhibition, % at 9.4 µM; in the data active means inhibition above about 12%;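 further: human Keap1 Kelch domain with fluorescein labeled Nrf2 9mer peptide probe; 0% = neutral control wells and 100% = peptide positive control; higher means more block of Keap1 binding to Nrf2 peptide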
# Target sequence (Q14145 whole entry, looked up, the tested form may be a part): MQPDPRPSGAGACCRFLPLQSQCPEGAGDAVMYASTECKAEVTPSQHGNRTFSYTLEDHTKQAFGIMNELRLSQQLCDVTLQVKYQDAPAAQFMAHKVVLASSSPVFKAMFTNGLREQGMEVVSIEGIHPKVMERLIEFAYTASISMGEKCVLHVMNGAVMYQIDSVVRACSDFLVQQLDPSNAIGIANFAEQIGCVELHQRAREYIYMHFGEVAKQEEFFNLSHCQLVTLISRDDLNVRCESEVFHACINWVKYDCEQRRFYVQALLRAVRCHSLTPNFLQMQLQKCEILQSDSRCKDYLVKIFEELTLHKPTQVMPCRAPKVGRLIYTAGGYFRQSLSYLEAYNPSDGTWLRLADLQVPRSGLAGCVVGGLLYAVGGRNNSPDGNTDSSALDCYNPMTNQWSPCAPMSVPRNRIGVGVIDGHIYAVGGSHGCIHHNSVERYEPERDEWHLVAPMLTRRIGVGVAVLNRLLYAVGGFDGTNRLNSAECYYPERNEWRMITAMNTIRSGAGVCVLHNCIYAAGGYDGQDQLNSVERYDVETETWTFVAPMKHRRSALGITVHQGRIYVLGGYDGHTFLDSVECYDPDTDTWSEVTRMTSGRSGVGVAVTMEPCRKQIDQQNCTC
# Pemphigus Ab inh = inhibitors of pemphigus antibody binding to human desmoglein-3; DSG3-coupled beads, scFv-anti-DSG3-GFP binding, flow cytometry; active compounds read low; 310,000 tested, 0.48% active; binding (percent of control), % at 10 µM; P32926;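 active means binding more than 3 SD below its plate's average and above zero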;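 further: hits lower antibody fragment binding to DSG3; some compounds called inactive have numbers as strong as hits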
# Arrestin-AP2 inh = human beta-arrestin and AP2 interaction inhibition | FITC-arrestin peptide / GST-AP2 beads, flow cytometry; AP2 beta2 appendage carries R879A mutation | inhibition, % at 10 µM | AID 504490 | 340,000 tested, 0.31% active;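 active means inhibition above a set limit, near 3 SD of compounds lacking own fluorescence, cut at about 54% in these data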;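 further: plate controls were DMSO wells for no effect and 5 µM unlabelled arrestin peptide for full effect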
#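 System: GST-AP2 R879A bound to glutathione beads, E. coli-expressed. Also added: 50 nM FITC-arrestin peptide. Schedule: compound with beads 12 min RT, then probe 1 h RT. Signal: bead flow cytometry, FITC channel. Read-out basis: percent response.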
# LANA DNA inh = blocks KSHV LANA C-terminal domain binding to DNA. MBP-C-LANA/FAM-LBS DNA binding, fluorescence polarization. inhibition, % at 9 µM. 340,000 tested, 0.078% active;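 active means highest replicate inhibition at or above 60% at 9 µM, even if other replicates fall short; inactive means all replicates below 60% inhibition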;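 further: 0% = neutral control wells and 100% = 4 µM acridine orange control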
# Wnt bcat act = activates Wnt/beta-catenin signaling in a reporter cell assay. 300,000 tested, 1.2% active. activation, % at 9.35 µM. AID 743398. activator, plate reader; in the data active means activation above about 30%, passing the limit was not always enough;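 further: 0% = neutral control wells and 100% = positive control wells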
# * = called active by the depositor; nt = no result given.
SMILES,Wnt bcat act,MOR-DOR ag,LANA DNA inh,cardiac RTF act,Keap1 Nrf2 FP,Pemphigus Ab inh,MOR-DOR inv ag,RTF Ca sens inh,Arrestin-AP2 inh,V-ATPase pHluor
COc1ccc(/C=C/C(=O)NC(=S)Nc2ccc(S(=O)(=O)Nc3cc(C)on3)cc2)cc1,2,-3.8,0.5,-4,0,104,20,-17,19,0
O=C(Nc1ccccc1)c1ccc(-c2ccccc2Cl)o1,29,3.9,1.9,-13,-1,111,-23,1,5,-5
O=C(/C=C/c1ccccc1)Nc1cc(S(=O)(=O)N2CCOCC2)ccc1N1CCOCC1,0,-2.0,2.1,7,-3,115,10,-22,0,-6
CSc1nnc(Cn2c(=O)sc3ccccc32)n1-c1ccccc1,-2,-3.3,2.1,-9,0,110,16,-2,2,-1
NC(=O)CSc1nnc(-c2cccs2)n1-c1ccccc1,0,0.8,-1.5,-4,-1,102,-5,-7,3,-6
Cc1nc2c(-c3ccc(Cl)cc3)cnn2c(N)c1-c1ccc(F)cc1,-3,0.2,0.6,-11,-2,100,-1,-6,-9,3
CCCCn1c(N)c(N(CCOC)C(=O)c2cc(-c3ccc(OC)cc3)nc3ccccc23)c(=O)[nH]c1=O,-3,-1.2,-0.5,-8,-4,103,8,-17,21,-2
CCCN(CCC)CCCNC(=O)c1cn(CC)c2ccc(S(=O)(=O)N3CCc4ccccc4C3)cc2c1=O,0,-3.4,-1.7,-2,1,98,17,-13,3,1
CC(=O)c1ccc(NC(=S)NNC(=O)NC2CCCCC2)cc1,1,-5.0,-0.2,3,-1,96,23,3,-17,3
Cc1ccc(NCc2nnc(SCC(=O)N3CCc4ccccc43)n2C)cc1,nt,-1.2,-1.5,-4,3,94,6,-5,-5,0
CC1(OC(=O)C2CCCC2)C(=O)C=C2C=C(c3ccsc3)N(CC3CC3)C=C2C1=O (centres undefined),-5,5.0,-3.2,6,-4,103,-27,-4,10,0
NC(=O)c1ccc(NC(=O)COC(=O)C2CC(=O)N(Cc3ccccc3)C2)cc1 (centres undefined),6,-2.1,0.3,0,-5,117,10,-7,34,-4
Cc1nccn1-c1c([N+](=O)[O-])c(=O)n(C)c2ccccc12,-3,-1.3,0.8,-2,-1,109,7,0,-10,-4
CCOC(=O)CSc1nc2sc3c(c2c(=O)n1C1CCCCC1)CCN(C)C3,-8,-0.9,-0.3,-1,-10,105,5,-8,8,-1
CCN(CC)CCSc1nc(O)c(C(C)C)c(=O)[nH]1,-6,-1.4,0.1,-3,1,98,9,-2,27,-2

# Complete entries from above.
# `CCN(CC)CCSc1nc(O)c(C(C)C)c(=O)[nH]1` across the screens: Wnt bcat act = -6; MOR-DOR ag = -1.4; LANA DNA inh = 0.1; cardiac RTF act = -3; Keap1 Nrf2 FP = 1; Pemphigus Ab inh = 98; MOR-DOR inv ag = 9; RTF Ca sens inh = -2; Arrestin-AP2 inh = 27; V-ATPase pHluor = -2
# `NC(=O)CSc1nnc(-c2cccs2)n1-c1ccccc1` across the screens: Wnt bcat act = 0; MOR-DOR ag = 0.8; LANA DNA inh = -1.5; cardiac RTF act = -4; Keap1 Nrf2 FP = -1; Pemphigus Ab inh = 102; MOR-DOR inv ag = -5; RTF Ca sens inh = -7; Arrestin-AP2 inh = 3; V-ATPase pHluor = -6
# `NC(=O)c1ccc(NC(=O)COC(=O)C2CC(=O)N(Cc3ccccc3)C2)cc1` (centres undefined) across the screens: Wnt bcat act = 6; MOR-DOR ag = -2.1; LANA DNA inh = 0.3; cardiac RTF act = 0; Keap1 Nrf2 FP = -5; Pemphigus Ab inh = 117; MOR-DOR inv ag = 10; RTF Ca sens inh = -7; Arrestin-AP2 inh = 34; V-ATPase pHluor = -4

# The listing continues.
SMILES,Wnt bcat act,MOR-DOR ag,LANA DNA inh,cardiac RTF act,Keap1 Nrf2 FP,Pemphigus Ab inh,MOR-DOR inv ag,RTF Ca sens inh,Arrestin-AP2 inh,V-ATPase pHluor
O=C(Nc1cc2c(cc1Br)OCCO2)c1cccnc1,-1,-3.2,-1.2,0,-3,107,18,5,-12,4
CCOc1ccc(CCNC(=O)COC(=O)c2nn(C)c(=O)c3ccccc23)cc1OCC,-2,-0.9,1.0,-1,0,111,5,-8,26,-3
CCN(CCCNC(=O)CNC(=O)Cn1cnc2ccccc2c1=O)c1cccc(C)c1,-1,-2.2,-1.2,0,-2,107,9,-6,8,1
CCOc1ccc(N(CC(=O)NCC2CCCO2)C(=O)CCC(=O)Nc2ccccn2)cc1 (centres undefined),-3,-1.6,-1.1,-1,-4,nt,9,0,5,-1
Cc1ccc(OCC(=O)NCCCNC(=O)c2ccncc2)cc1C,-2,-2.1,2.1,-2,0,106,11,-1,46,-1
Cc1sc2ncnc(N3CCC(C(=O)Nc4cc(S(C)(=O)=O)ccc4Cl)CC3)c2c1C,-1,-1.0,0.2,-8,-1,103,6,-4,-9,1
CCOC(=O)C1C(C(=O)NN)C1C(=O)Nc1ccccc1 (centres undefined),0,-4.7,-1.2,4,-2,107,22,-29,8,0
C/C(=N\NC(=O)c1ccoc1C)c1cccc2ccccc12,-3,1.2,0.1,3,0,nt,-8,-16,1,0
Cc1ccc(-c2cccc(C(=O)NCCc3ccccc3)n2)c2ccccc12,11,-0.5,0.9,0,-2,100,3,4,nt,2
CC(C(=O)c1ccccc1)n1c(N2CCOCC2)nc2c1c(=O)n(C)c(=O)n2C (centres undefined),nt,0.8,-0.4,-3,0,109,-3,-1,7,8
Cc1nc(CS(=O)(=O)c2ccccc2)cc(N2CCOCC2)n1,2,-0.7,0.4,2,-1,105,3,-15,2,-1
CCN1CCN(Cc2c(C)[nH]c3ccc(C(=O)OC)cc3c2=O)CC1,nt,1.2,-0.9,8,-5,102,-7,2,4,2
CC(=O)C(Sc1ccc2nnc(-c3ccc(C)cc3)n2n1)C(C)=O,-5,-2.2,0.2,0,-3,96,12,-6,6,1
COc1ccc(S(=O)(=O)CCC(=O)NC2CCCCC2)cc1,-7,-3.5,-3.2,-2,0,nt,15,2,3,-2
COC(CNC(=O)C(=O)NCC1OCCN1S(=O)(=O)c1ccccc1)OC (centres undefined),-1,-2.2,-0.9,0,3,nt,12,-8,5,0

# Grouped by structure, those above containing a Cl atom.
SMILES,Wnt bcat act,MOR-DOR ag,LANA DNA inh,cardiac RTF act,Keap1 Nrf2 FP,Pemphigus Ab inh,MOR-DOR inv ag,RTF Ca sens inh,Arrestin-AP2 inh,V-ATPase pHluor
O=C(Nc1ccccc1)c1ccc(-c2ccccc2Cl)o1,29,3.9,1.9,-13,-1,111,-23,1,5,-5
Cc1nc2c(-c3ccc(Cl)cc3)cnn2c(N)c1-c1ccc(F)cc1,-3,0.2,0.6,-11,-2,100,-1,-6,-9,3
Cc1sc2ncnc(N3CCC(C(=O)Nc4cc(S(C)(=O)=O)ccc4Cl)CC3)c2c1C,-1,-1.0,0.2,-8,-1,103,6,-4,-9,1

# (listing goes on)
SMILES,Wnt bcat act,MOR-DOR ag,LANA DNA inh,cardiac RTF act,Keap1 Nrf2 FP,Pemphigus Ab inh,MOR-DOR inv ag,RTF Ca sens inh,Arrestin-AP2 inh,V-ATPase pHluor
COc1cccc(C(=O)NCC(c2ccco2)N2CCc3ccccc3C2)c1 (centres undefined),3,-2.4,1.4,0,-2,104,12,-15,-2,0
Cc1nn(-c2ccc(C(=O)NCC(c3ccco3)N3CCCC3)cc2)c(C)c1Cl (centres undefined),-1,0.9,-0.3,-4,-9,123,-3,-5,-1,2
c1ccc(-c2nc3nc4ccccc4nc3n2Cc2ccco2)cc1,44*,-3.0,-0.8,-3,3,110,15,-11,-6,-1
Cc1ccc(C)c(NC(=O)COC(=O)CNC(=O)C2CCCCC2)c1,5,-1.7,0.7,5,3,108,7,-8,-5,1
Cc1ncc([N+](=O)[O-])n1Cc1ccc(F)cc1,2,2.2,-2.7,14,-5,106,-10,-8,-6,-2
COc1ccccc1NC(=O)CSc1nc2nc(C)cc(C)c2c(=O)[nH]1,nt,-2.1,1.5,-2,-3,109,10,4,2,0
O=C(NCc1cccnc1)C(=O)c1c[nH]c2ccccc12,0,-2.8,-0.7,0,1,104,16,-4,2,-2
CSCCC(NC(=O)COc1ccccc1)C(=O)NCCOc1ccc(C)cc1 (centres undefined),0,-0.1,1.5,3,4,110,0,-2,19,-2
O=c1c2c(-c3cccs3)csc2[nH]c(=S)n1-c1ccccc1,nt,-1.5,1.9,0,2,86,8,-3,-6,2
C[C@]12C(=O)N(c3cccc(F)c3)C(=O)N1[C@@H]1c3ccccc3OC[C@@H]1[C@H]2c1ccccc1,5,-2.7,1.0,6,-2,nt,15,-18,4,-10
COC(=O)C1=C(N)OC2=C(C(=O)CC(C)(C)C2)C1c1ccccc1OC (centres undefined),0,-2.9,0.8,0,-4,119,14,-6,21,5
O=C(CCN1C(=O)[C@@H]2Cc3ccccc3CN2C1=O)Nc1cccc(F)c1,-1,-2.8,1.1,-3,0,97,15,-2,-6,-1
COc1ccc(Cc2c[nH]c(=O)[nH]c2=O)cc1,-5,-1.5,1.6,5,-1,96,9,-1,-7,-2
CC(C)OP(=O)(Nc1cccc2ccccc12)OC(C)C,67*,0.0,0.0,0,2,81,0,-25,-1,3
CC1Cc2ccccc2N1CC(=O)Nc1ccc2c(c1)OCCCO2 (centres undefined),5,-1.7,0.1,-3,1,105,7,-4,29,0
O=c1cc(O)sc2ccccc12,nt,-1.9,3.2,2,-3,87,10,-2,2,0
COc1ccc(/C=N/NC(=O)CN(Cc2ccccc2)S(=O)(=O)c2ccc3c(c2)OCCO3)cc1,nt,0.8,0.8,-8,-3,94,-5,-8,-6,-1
COc1ccc(S(=O)(=O)/C(C#N)=C/Nc2cccc(F)c2)cc1,-1,2.1,0.5,-3,2,103,-10,-5,-3,3
CCC(=O)N1CCN(c2ccc(NC(=O)COc3ccc(CC)cc3)cc2)CC1,-3,-2.5,-1.0,-7,3,95,14,0,2,-2
c1ccc(C2Nc3ccccc3Oc3ccccc32)cc1 (centres undefined),nt,2.5,-1.1,-2,1,92,-15,5,29,3
c1ccc(CCNc2ncnc3c2nnn3Cc2ccccc2)cc1,1,5.9,-1.1,-2,3,97,-33,-6,5,0
CC1CCc2cc(F)ccc2N1C(=O)c1cc2nc(-c3ccco3)cc(C(F)(F)F)n2n1 (centres undefined),-2,4.4,-0.6,0,-7,101,-25,2,1,3
COc1ccccc1NC(=S)NNC(=O)c1ccc(Cl)cc1Cl,28,-3.4,-0.7,-3,-2,106,21,-20,-11,2
COC(=O)c1nnn(CC(=O)Nc2cccc(OC)c2)c1C(=O)OC,0,-0.3,4.1,-8,4,99,2,-7,11,9
CC(=O)NCCSCCNC(C)=O,-6,0.3,3.7,5,-4,nt,-2,6,-2,-1
Cc1nc(CCNC(=O)CC2C(=O)NCCN2Cc2ccccc2)sc1C (centres undefined),1,-2.0,3.1,-3,-2,105,10,1,2,-1
